# Assay outcomes as filed in PubChem BioAssay.
# NadD inh: inhibitors of S. aureus NadD, primary screen, biochemical, colorimetric, uHTS. 360,000 tested, 0.78% active. inhibition, % at 20 µM. purified NadD enzyme, colorimetric absorbance read-out; in the data active = inhibition above about 26%; also: some compounds past the cut are filed as inactive
# DNMT1 inh: human DNMT1 methyltransferase inhibitors, primary screen, biochemical, molecular beacon, fluorescence, HinP1I cleavage, uHTS; DNA (cytosine-5)-methyltransferase 1 (Homo sapiens), P26358; inhibition (reported as % activation of signal), % at 10 µM; 360,000 tested, 0.83% active; AID 588458, 2011; in the data active = inhibition above about 50%
# Tb MetRS inh: T. brucei MetRS inhibitors, primary screen, biochemical, luminescence; methionyl-tRNA synthetase (Trypanosoma brucei brucei); purified T. brucei MetRS, ATP depletion, Kinase-Glo luminescence; inhibition, % at 11.9 µM; 360,000 tested, 0.4% active;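 active = inhibition above a per-plate cutoff of the control wells' mean inhibition plus 3 SD, cut at about 5.5% in these data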;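 also: 0% = DMSO wells median and 100% = median of wells with control inhibitor compound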
#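 Material: parasite MetRS enzyme / Replication: singlicate, one well per compound / Signal: luminescence of leftover ATP / Schedule: 2 h aminoacylation at 25 °C after 15 min preincubation / Medium: HEPES-MgCl2-KCl buffer plus DTT, spermine, BSA, pyrophosphatase / Doses: 11.9 µM single point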
# LMPTP inh: LMPTP phosphatase inhibitors, primary screen, biochemical, fluorescence intensity, uHTS; 360,000 tested, 0.22% active; recombinant LMPTP-A, OMFP fluorogenic substrate; inhibition, % at 20 µM; Low molecular weight phosphotyrosine protein phosphatase (Homo sapiens), P24666;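 active = compounds that cut the enzyme signal by at least half of the control window in the single-dose screen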;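 also: plate controls were DMSO wells with enzyme plus substrate for no effect and substrate without enzyme for full effect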
# Target sequence (P24666 whole entry, looked up): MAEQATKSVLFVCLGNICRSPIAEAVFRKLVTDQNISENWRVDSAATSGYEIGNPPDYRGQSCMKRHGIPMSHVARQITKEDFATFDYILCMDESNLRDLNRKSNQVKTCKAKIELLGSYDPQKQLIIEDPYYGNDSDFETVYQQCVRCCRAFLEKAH
#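 Assay system: LMPTP-A enzyme. Input: 0.625 nM LMPTP-A final. Probe or stimulus: 400 µM OMFP. Compound dosing: single 20 µM dose. Schedule: 50 min dark incubation at room temperature. Detection: fluorescence intensity of OMFP turnover product. Read-out: percent inhibition versus substrate-only and uninhibited controls. Benchmarks: no-enzyme low control, uninhibited high control.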
# STEP inh: STEP phosphatase inhibitors, primary screen, biochemical, fluorescence intensity, uHTS | recombinant STEP, OMFP fluorogenic substrate | inhibition, % at 20 µM | 360,000 tested, 0.25% active | AID 588621, 2011;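 active = inhibition at 20 µM, scaled per plate between control wells, above about 37%, limit read from the data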;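 also: 0% = DMSO with enzyme and substrate and 100% = substrate only without enzyme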
# Target sequence (P54829 whole entry, looked up): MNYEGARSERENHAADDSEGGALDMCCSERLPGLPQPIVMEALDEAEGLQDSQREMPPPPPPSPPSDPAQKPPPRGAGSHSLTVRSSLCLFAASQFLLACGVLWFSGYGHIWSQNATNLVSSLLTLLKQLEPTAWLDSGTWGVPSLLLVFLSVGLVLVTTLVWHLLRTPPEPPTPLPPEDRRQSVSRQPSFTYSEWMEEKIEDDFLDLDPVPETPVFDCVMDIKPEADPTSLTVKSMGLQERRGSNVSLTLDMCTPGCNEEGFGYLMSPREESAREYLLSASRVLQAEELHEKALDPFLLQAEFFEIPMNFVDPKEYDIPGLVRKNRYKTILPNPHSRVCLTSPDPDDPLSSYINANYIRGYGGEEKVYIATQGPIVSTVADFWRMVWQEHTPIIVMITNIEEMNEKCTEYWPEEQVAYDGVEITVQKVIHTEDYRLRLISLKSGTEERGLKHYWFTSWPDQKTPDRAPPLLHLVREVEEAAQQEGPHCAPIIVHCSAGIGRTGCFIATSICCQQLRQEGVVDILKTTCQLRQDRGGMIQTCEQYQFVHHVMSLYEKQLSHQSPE
#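 Test system: STEP tyrosine phosphatase / Reagent: OMFP at 25 µM / Doses: 20 µM, 1% DMSO / Read-out: percent inhibition scaled to no-enzyme and uninhibited-enzyme controls, plate-pattern corrected / Detection: FITC-channel fluorescence of OMFP product / Medium: Bis-Tris buffer pH 6.0, 2.5 mM DTT, 0.005% Tween 20 / Schedule: 20 min at room temperature, dark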
# SUMO1 PPI mod: modulators of SUMO1 protein-protein interactions, primary screen, biochemical, uHTS. Small ubiquitin-related modifier 1 (Homo sapiens), P63165. SUMO1 binding to a labelled peptide, TR-FRET, 1 h. inhibition, % at 20 µM. 360,000 tested, 0.33% active; in the data active = inhibition above about 37%
# Target sequence (P63165 whole entry, looked up): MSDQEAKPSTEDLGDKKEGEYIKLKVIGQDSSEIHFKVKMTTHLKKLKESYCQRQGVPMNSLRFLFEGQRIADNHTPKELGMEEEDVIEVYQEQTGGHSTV
# Rpn11 inh: Rpn11 (PSMD14) deubiquitinase inhibitors, primary screen, biochemical, fluorescence polarization, uHTS | calls only at 20 µM | AID 588493, 2011 | 360,000 tested, 0.59% active | 26S proteasome non-ATPase regulatory subunit 14 (Homo sapiens), O00487 | human 26S proteasome, Ub4-pepOG fluorescence polarization; 20S core pre-blocked with epoxomicin;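 active = inhibition at 20 µM, scaled to each plate's controls, above about 33%, limit read from the data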
# Scp1 inh: Scp-1 phosphatase inhibitors, primary screen, biochemical, colorimetric, uHTS | Carboxy-terminal domain RNA polymerase II polypeptide A small phosphatase 1 (Homo … | Recombinant Scp1, phosphopeptide, malachite green phosphate absorbance | inhibition, % at 20 µM | 340,000 tested, 0.88% active;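 active = inhibition above about 50% at 20 µM, limit read from the data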;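 also: plate controls were DMSO wells with enzyme for no effect and wells lacking enzyme for full effect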
# Target sequence (Q9GZU7 76-261 limits assumed): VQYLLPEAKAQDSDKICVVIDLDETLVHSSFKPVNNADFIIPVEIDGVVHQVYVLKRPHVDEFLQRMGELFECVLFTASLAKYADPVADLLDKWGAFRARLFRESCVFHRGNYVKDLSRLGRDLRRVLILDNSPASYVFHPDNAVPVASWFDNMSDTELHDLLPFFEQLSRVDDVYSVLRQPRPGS
#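 assay system = SCP-1 phosphatase catalytic domain, residues 76-261 | buffer or medium = 50 mM Tris acetate pH 5.5, 0.005% Tween-20, 10 mM MgCl2 | incubation = enzyme reaction 45 min at room temperature, colour 5 min, stabilisation 30 min | signal = Phosphate-binding colour reagent, absorbance read at 630 nm | measure = % inhibition at 20 µM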
# PABP1 MLLE inh: inhibitors of PABP1 MLLE–PAM2 peptide binding, primary screen, biochemical, fluorescence polarization, FITC-PAM2, GST-MLLE. inhibition, % at 20 µM. 360,000 tested, 0.36% active; in the data active = inhibition above about 35%, passing the limit was not always enough;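 also: plate controls were DMSO wells with GST-MLLE for no effect and wells lacking GST-MLLE protein for full effect; some results filed as inactive read as strong as hits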
# CSN deneddyl inh: inhibitors of CSN-mediated cullin deneddylation, primary screen, biochemical, fluorescence polarization, uHTS | COP9 signalosome complex subunit 5 (Homo sapiens), Q92905 | Purified CSN, SCF-Nedd8-OG deneddylation | 360,000 tested, 0.38% active | inhibition, % at 12.5 µM | AID 651999, 2013;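 active = pattern-corrected inhibition above about 35%, with an unprinted fluorescence ratio check between 0.5 and 1.5, limit read from the data, passing the limit was not always enough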;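 also: 0% = enzyme with substrate and 100% = substrate without enzyme; some results filed as inactive read as strong as hits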
#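 test system = HEK293T-derived human Csn5 enzyme | amount = 0.24 nM Csn5 enzyme, final concentration | medium = Tris/NaCl/DTT buffer, pH 7.5 | schedule = 90 min reaction at room temperature | signal = FP | evaluation = inhibition of Csn5 cleavage, % | compound dosing = single dose of 12.5 µM compound with 0.25% DMSO | probe or stimulus = 10 nM SCFSkp2-Nedd8OG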
# The depositor's hits bear a star; i = inactive; . = not tested or not shown. No enrichment for hits (roughly 3.6% active in at least one column).
SMILES,NadD inh,DNMT1 inh,Tb MetRS inh,LMPTP inh,STEP inh,SUMO1 PPI mod,Rpn11 inh,Scp1 inh,PABP1 MLLE inh,CSN deneddyl inh
O=C(CCC(NC(=O)OCc1ccccc1)C(=O)O)OCc1ccccc1 (centres undefined),-3,0,-0.7,-1.2,0,-3,i,-7,-5,-1
O=C(CSc1nc(-c2ccc(F)cc2)cs1)NC(=O)NCc1ccco1,-1,40,0.0,7.3,6,2,i,74*,-6,-1
COc1ccc(NC(=O)c2ccc(COc3ccccc3OC)o2)cc1OC,-9,-4,-2.9,0.1,-1,2,i,-8,-3,-4
Cc1ccccc1C(=O)N/N=C/c1ccncc1,2,-1,-0.2,-1.2,-3,0,i,-6,10,2
Cc1ccccc1S(=O)(=O)NC1OC(=O)C(Cl)=C1Cl (centres undefined),2,0,-0.5,-0.1,-2,-1,i,-5,23,9
Cc1nc([N+](=O)[O-])c(NCCO)n1Cc1ccccc1,-1,-239,-0.6,-0.4,-2,-7,i,-6,6,96
COc1cc(NC(=S)N2CCCC(C)C2)c(OC)cc1Cl (centres undefined),5,0,-0.2,0.3,17,-1,i,-3,6,3
CC(C)CSc1nnc(N)s1,3,3,-0.6,-1.1,-5,-1,i,-6,2,-3
CC(=O)Nc1c(NCC(C)C)c2ccccc2oc1=O,-3,-4,-0.3,-1.8,2,-4,i,0,11,2
CCc1ccccc1Nc1nc(N)nc(CSc2nnc3ccccn23)n1,-1,1,-0.6,-1.0,-3,-1,i,-7,-28,-7
COCCN1C(=O)N[C@@H](c2cccc(C(F)(F)F)c2)C(C(=O)OC)=C1C,2,1,-0.1,1.7,2,-4,i,-6,5,-4
COc1ccc(NC(=O)c2ccc3[nH]c(=O)c(=O)[nH]c3c2)c(OC)c1,-3,-6,-0.1,0.8,5,7,i,-3,-7,2
COc1ccccc1NC(=O)C1=C(C)Nc2nnnn2C1c1cc(Br)ccc1OC (centres undefined),1,-1,-0.4,-0.7,0,-3,i,-14,-29,-5
Cc1ccc(NC(=O)CSc2nnc(-c3cnccn3)n2C)cc1C,-7,1,-0.1,-0.5,-2,8,i,-5,6,4
O=C(CCNS(=O)(=O)c1ccc(Br)cc1)NNC(=O)C1COc2ccccc2O1 (centres undefined),0,-2,-0.4,0.3,-3,-1,i,13,-36,-4
CCN(CC)S(=O)(=O)c1cccc(NC(=O)CN2C(=O)c3ccc([N+](=O)[O-])cc3C2=O)c1,0,-7,-0.7,-0.4,0,-13,i,-2,11,-2
CC(=O)NS(=O)(=O)c1ccc(NS(=O)(=O)c2ccccc2[N+](=O)[O-])cc1,-2,0,1.2,-0.9,2,4,i,-12,12,1
Cc1c(CN(C)C)c2c(n1Cc1ccccc1)C(=O)c1ccc(Br)cc1-2,7,-8,-0.6,2.7,22,-29,i,-13,-22,-8
CC(=O)N1c2ccccc2C(CBr)=CC1(C)C,-6,-2,-0.8,-1.4,0,5,i,-5,-14,-4
CCC(NC(=O)Nn1cnnc1)(C(F)(F)F)C(F)(F)F,7,1,-0.7,-0.6,-4,-3,i,-1,-12,2
CCCCn1c(SCC(=O)N2CCOCC2)nc2ccccc2c1=O,5,0,0.7,0.0,-2,-8,i,-6,5,-2
COC(=O)c1cc(COC(=O)c2cccnc2SC)oc1C,-2,2,0.8,0.1,-3,0,i,2,1,-3
Cc1csc(NC(=O)CCn2c(=O)oc3ccccc32)n1,-5,3,0.1,-0.9,1,-2,i,-12,-6,-3
O=C(CNC(=O)c1ccc(Cl)cc1)NC1CCCCC1,1,0,0.0,0.0,0,2,i,-5,1,-1
O=C1OCCN1C(=O)[C@H]1[C@H](c2ccc(Cl)cc2)C(c2cccc(Cl)c2)=NN1c1ccc(Br)cc1,22,-15,-0.4,5.5,-1,5,i,-4,13,-1

# Single records (already shown). Values in the order: NadD inh, DNMT1 inh, Tb MetRS inh, LMPTP inh, STEP inh, SUMO1 PPI mod, Rpn11 inh, Scp1 inh, PABP1 MLLE inh, CSN deneddyl inh
# CCc1ccccc1Nc1nc(N)nc(CSc2nnc3ccccn23)n1 across the screens: -1, 1, -0.6, -1.0, -3, -1, i, -7, -28, -7
# Cc1nc([N+](=O)[O-])c(NCCO)n1Cc1ccccc1 across the screens: -1, -239, -0.6, -0.4, -2, -7, i, -6, 6, 96
# O=C(CCNS(=O)(=O)c1ccc(Br)cc1)NNC(=O)C1COc2ccccc2O1 (centres undefined) across the screens: 0, -2, -0.4, 0.3, -3, -1, i, 13, -36, -4

# Quoted at random: two entries already listed
SMILES,NadD inh,DNMT1 inh,Tb MetRS inh,LMPTP inh,STEP inh,SUMO1 PPI mod,Rpn11 inh,Scp1 inh,PABP1 MLLE inh,CSN deneddyl inh
CCCCn1c(SCC(=O)N2CCOCC2)nc2ccccc2c1=O,5,0,0.7,0.0,-2,-8,i,-6,5,-2
O=C(CCC(NC(=O)OCc1ccccc1)C(=O)O)OCc1ccccc1 (centres undefined),-3,0,-0.7,-1.2,0,-3,i,-7,-5,-1

# Further structures follow:
SMILES,NadD inh,DNMT1 inh,Tb MetRS inh,LMPTP inh,STEP inh,SUMO1 PPI mod,Rpn11 inh,Scp1 inh,PABP1 MLLE inh,CSN deneddyl inh
Cc1cccc(NC(=O)c2nc[nH]c2C(=O)Nc2ccccc2F)c1,4,23,-0.1,-1.2,-1,7,i,.,8,2
COc1ccc(NS(=O)(=O)c2cc(NC(=O)C3CCCO3)ccc2N2CCCC2)cc1 (centres undefined),-7,3,-0.9,-1.1,-2,3,i,-7,6,-10
COc1ccc(CCNC(=O)C2CCN(S(=O)(=O)c3c(C)noc3C)CC2)cc1OC,-4,4,-3.5,-0.5,1,-1,i,-10,-1,4
CCOc1cccc(C(=O)NC2=NCCS2)c1,-4,2,-1.9,0.2,2,-1,i,-14,-4,4
Nc1ncnc2nc(SCCc3ccccc3)[nH]c12,1,-1,1.2,5.8,0,1,i,-6,-6,2
CCC(=O)Nc1ccc(C(=O)NNC(=O)c2ccc(Cl)cc2)cc1,0,-1,-1.0,-1.8,-2,-2,i,6,2,4
Cc1cccnc1Nc1nc(-c2ccccn2)cs1,-2,-4,-0.9,1.6,3,-4,i,-5,25,-4
COc1ccccc1CN1CC(C(=O)N(C)Cc2ccc(C)o2)CCC1=O (centres undefined),-5,0,-0.3,-0.6,0,9,i,-11,-5,5
CCOC(=O)C1=C[C@@H](C(C)C)N(S(=O)(=O)c2ccc(C)cc2)[C@H]1c1ccccc1F,-1,11,-0.9,2.5,1,2,i,.,-8,-1
Cc1ccc(S(=O)(=O)NC(CC(C)C)C(=O)Nc2nccs2)cc1 (centres undefined),0,1,-0.7,0.0,2,1,i,-13,4,0
CCN(CC)CCCN=C1N[C@@H](c2ccccc2)C(C(=O)OC)=C(C)N1CC,-4,0,-0.2,-6.1,-4,-7,i,0,-120,-1
CCN1CCN(C(=O)CN2C(=O)c3ccccc3S2(=O)=O)CC1,-1,1,-0.3,-4.1,0,8,i,7,11,-1
CSc1cccc(N2CC(C(=O)N(Cc3nnc(-c4ccccc4Cl)o3)C3CC3)CC2=O)c1 (centres undefined),-2,0,-0.1,0.3,2,1,i,0,-5,3
COc1ccnc(Oc2ccc(F)cc2)c1C(=O)N/C=N/OCc1ccccc1,-2,-3,-0.1,1.1,-1,-15,i,3,20,-7
COc1ccc(N(CC(=O)NCc2ccco2)S(C)(=O)=O)c(OC)c1,-6,-3,-0.5,-0.1,-1,-2,i,-1,11,4
COc1cccc(NC(=O)c2oc3ccccc3c2NC(C)=O)c1,-3,-8,-1.5,1.0,1,-3,i,-4,3,-1
CCNC(=O)C1(C)CCN(Cc2cccc(C(F)(F)F)c2)C1 (centres undefined),-6,3,0.6,-0.4,0,-1,i,.,-12,3
Cc1ccc(Cn2nc(C)c(C(=O)N3CCN(S(=O)(=O)/C=C/c4ccccc4)CC3)c2C)cc1,2,0,-0.2,-0.1,0,-1,i,-1,17,-6
CCOC(=O)C1CCN(CC(C)(C)NS(=O)(=O)c2ccccc2)CC1,-6,-1,-0.1,-2.1,-2,7,i,-9,2,0
COc1cc(OC)cc(C(=O)NC(=S)Nc2ccc3oc(=O)ccc3c2)c1,1,-1,0.5,7.7,1,0,i,-4,27,-1
O=C(NCCCCCNC(=O)c1ccccn1)c1ccccn1,-8,2,-0.2,-0.1,-4,-6,i,-1,-11,-9
COc1ccccc1NC(=O)COC(=O)c1c(NC(C)=O)sc(C)c1C,-4,-6,-0.3,1.5,0,-18,i,.,-7,-1
O=C(CNC(=O)c1ccc(F)cc1)NCc1ccccn1,-3,-3,-0.3,-9.1,-7,-3,i,-8,4,-3

# 2 of these compounds in another layout.
SMILES	NadD inh	DNMT1 inh	Tb MetRS inh	LMPTP inh	STEP inh	SUMO1 PPI mod	Rpn11 inh	Scp1 inh	PABP1 MLLE inh	CSN deneddyl inh
COc1ccc(CCNC(=O)C2CCN(S(=O)(=O)c3c(C)noc3C)CC2)cc1OC	-4	4	-3.5	-0.5	1	-1	i	-10	-1	4
CCOc1cccc(C(=O)NC2=NCCS2)c1	-4	2	-1.9	0.2	2	-1	i	-14	-4	4

# Printed as active in Scp1 inh, among the entries above:
SMILES,NadD inh,DNMT1 inh,Tb MetRS inh,LMPTP inh,STEP inh,SUMO1 PPI mod,Rpn11 inh,Scp1 inh,PABP1 MLLE inh,CSN deneddyl inh
O=C(CSc1nc(-c2ccc(F)cc2)cs1)NC(=O)NCc1ccco1,-1,40,0.0,7.3,6,2,i,74*,-6,-1
